# High-throughput results from PubChem.
# OX1R antag-1 = human HCRTR1 antagonism; AID 434989; CHO/OX1R cells, Fluo-8 calcium fluorescence, orexin A; 330,000 tested, 0.43% active; inhibition, % at 5 µM;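 active means inhibition above its plate's threshold, mean inhibition of all tested compounds on the plate plus 3 SD, cut at about 37% in these data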;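 further: 0% = orexin A challenge wells and 100% = SB-334867-A antagonist wells; not every result past the cut was called active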
# Target sequence (O43613 whole entry, looked up): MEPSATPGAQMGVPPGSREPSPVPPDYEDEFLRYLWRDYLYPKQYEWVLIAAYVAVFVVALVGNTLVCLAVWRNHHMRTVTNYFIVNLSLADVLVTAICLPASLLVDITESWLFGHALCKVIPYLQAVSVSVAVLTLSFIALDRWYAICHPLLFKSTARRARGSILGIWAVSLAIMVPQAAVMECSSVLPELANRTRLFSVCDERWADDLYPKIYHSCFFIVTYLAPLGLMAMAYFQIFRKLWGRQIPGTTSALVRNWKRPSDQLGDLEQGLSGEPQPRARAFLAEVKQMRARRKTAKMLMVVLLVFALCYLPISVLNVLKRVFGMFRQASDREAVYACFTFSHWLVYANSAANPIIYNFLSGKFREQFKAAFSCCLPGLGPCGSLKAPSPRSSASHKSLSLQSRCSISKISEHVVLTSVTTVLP
# OX1R antag-2 = blocks the human orexin 1 receptor | OX1R-expressing cells, FRET antagonist read-out | inhibition, % at 6.6 µM | 330,000 tested, 1.8% active | AID 485270 | O43613; in the data active means inhibition mostly above about 38%, no sharp cut-off; inactive means mostly below about 40%;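 further: 0% = agonist challenge alone and 100% = reference antagonist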
# CHT allo act = human CHT allosteric activation; Q9GZV3; AID 488977; 310,000 tested, 0.49% active; B-score at 10 µM; CHT-expressing cells, membrane potential dye, choline EC20; hits give high values; LV-AA mutant CHT in HEK293 cells;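 active means initial fluorescence not abnormally high and integrated response B-score, plate-corrected, over 3 SD above library mean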
# Target sequence (Q9GZV3 whole entry, looked up): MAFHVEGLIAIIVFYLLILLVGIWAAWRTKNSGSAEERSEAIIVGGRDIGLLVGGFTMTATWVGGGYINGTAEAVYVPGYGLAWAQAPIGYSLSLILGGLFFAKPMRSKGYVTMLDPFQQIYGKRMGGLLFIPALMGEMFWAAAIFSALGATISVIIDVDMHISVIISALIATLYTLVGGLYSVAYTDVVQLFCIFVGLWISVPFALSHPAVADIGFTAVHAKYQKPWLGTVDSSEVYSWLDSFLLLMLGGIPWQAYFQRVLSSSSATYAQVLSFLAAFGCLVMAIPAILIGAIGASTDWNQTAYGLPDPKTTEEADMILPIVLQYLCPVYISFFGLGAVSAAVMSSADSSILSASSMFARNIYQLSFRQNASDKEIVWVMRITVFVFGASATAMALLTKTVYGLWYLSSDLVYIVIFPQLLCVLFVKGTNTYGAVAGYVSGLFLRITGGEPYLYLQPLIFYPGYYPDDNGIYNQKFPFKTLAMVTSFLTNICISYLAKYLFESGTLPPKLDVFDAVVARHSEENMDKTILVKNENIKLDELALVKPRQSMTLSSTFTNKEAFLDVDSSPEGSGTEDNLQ
# * hit, by the source's call; i = inactive; · = no result given.
Structure	OX1R antag-2	OX1R antag-1	CHT allo act
CCOC(=O)[C@H]1[C@H]2COc3ccc(OC)cc3[C@@H]2N2C(=O)CN(CCc3c[nH]c4ccccc34)C(=O)[C@@]12C	5	-27	·
COCCCNC(=O)c1cccs1	0	-6	i
CC(C)NC(=O)Cn1c(=O)c2c(ncn2Cc2ccccc2)n(Cc2ccccc2)c1=O	12	3	i
CCOC(=O)C1(Cc2ccccc2)CCCN(C(=O)c2cn[nH]c2)C1 (centres undefined)	17	-14	i
C=CCOc1ccc(/C=C/C(=O)OCC(=O)NC2CCCCCCC2)cc1	-27	-13	i
CC(C)c1ccccc1NC(=O)c1ccccc1NC(=O)C1CCCCC1	16	-25	i
CCOC(=O)C1CCC/C1=N\NC(=O)CN(c1cc(OC)ccc1OC)S(=O)(=O)c1ccccc1 (centres undefined)	35	-12	i
C[C@H](NC(=O)OCc1ccccc1)C(=O)NNC(=O)[C@H](C)NC(=O)OCc1ccccc1	24	-11	i
Cc1ccc(Cn2c(=O)c3c(nc4n3CCCN4Cc3ccccc3)n(C)c2=O)cc1	26	-31	i
CCCS(=O)(=O)NCc1ccc2c(c1)cc(C)n2C	6	-15	i
COC(=O)c1ccccc1OCCN1CCCCCC1	10	-16	i
N=c1c(S(=O)(=O)c2ccc(Br)cc2)cc2c(=O)n3ccccc3nc2n1C1CCCC1	19	-21	i
O=C(NCCc1cn2ccsc2n1)c1cccs1	12	6	i
Cc1ccc(S(=O)(=O)N/N=C/C(C)(C)CO)cc1	19	-8	i
Cc1cccc(-c2noc(CN(C(=O)CCc3ccccc3)C(C)C)n2)c1	13	-21	i
CN(C)c1ccc(/C=N/NC(=O)c2ccc(CN3CCOCC3)cc2)cc1Br	30	-13	i
COc1ccc(CCNC(=S)Nc2cc(C)cc(C)c2)cc1	14	-15	i
C=C(CC[C@@H](O)C(C)(C)O)[C@H]1CC[C@]2(C)[C@@H]1CCC1[C@@]3(C)CC[C@H](O)C(C)(C)C3CC[C@]12C (some centres undefined)	6	14	·
O=C(N/N=C/c1cccc(F)c1)c1csc2c1CCCC2	26	-13	i
COCc1cc(=O)oc2cc(NS(=O)(=O)c3ccc(C)cc3)ccc12	20	-2	i
CCOC(=O)C(=O)NC(C)CCc1ccccc1 (centres undefined)	-2	2	i
COc1ccccc1C(=O)NCC(=O)N/N=C/c1cc(Br)ccc1OC(=O)/C=C\c1ccco1	17	-17	i
Cc1ccc(-c2nc3sc(C(N)=O)c(N)c3c3c2CCCC3)cc1	9	-13	i
CCCCN(C)C(=O)c1cn(CC)c2nc(C)ccc2c1=O	-1	3	i
CC1OC(Nc2cccc3ccccc23)C(O)C(O)C1O (centres undefined)	15	-6	i
Brc1ccc(C[n+]2ccccc2)cc1	45	-1	i
CS(=O)(=O)N1CCC(c2noc(-c3ccc(C(F)(F)F)cc3)n2)CC1	22	-1	i
CCCN(CC(=O)Nc1ccccc1OC)C(=O)C1=COCCO1	2	-13	·
N#Cc1c(-c2ccc(C(F)(F)F)cc2)cc(-c2ccccc2)[nH]c1=S	16	-2	i
Cc1cccc(-n2ncc3c2CCCC3NC(=O)CCCN2CCCCC2=O)c1C (centres undefined)	7	-3	i
O=[N+]([O-])c1ccccc1CN1CCN(c2ncccn2)CC1	15	-20	i
COc1ccc2[nH]cc(CCNC(=S)NC3CCCC3)c2c1	38	-20	i
Cc1ccc(-c2noc(CSc3ccccc3)n2)cc1	10	-14	i
CC(C)C(=O)Nc1ccccc1-c1nc2ccccc2[nH]c1=O	25	-22	i
O=C(Nc1ccncc1)C1CCN(S(=O)(=O)c2c(Cl)cccc2Cl)CC1	0	-1	i
CCOc1ccc(N/C(N)=N/c2nc(CSc3nnnn3-c3ccccc3)cc(=O)[nH]2)cc1	7	-32	i
COc1ccc(/C=C2\SC(=O)N(CC(=O)NNC(=O)c3ccccc3O)C2=O)cc1	70	-4	i
COc1ncnc2c1oc1nc(C)c3c(c12)CC(C)(C)OC3	11	-3	i
O=C(NC(=S)NCCN1CCOCC1)c1ccc(Cl)cc1	8	-8	i
O=C(CN(CC1CCCO1)C(=O)CNS(=O)(=O)c1ccc(F)cc1)NCC1CCCO1 (centres undefined)	19	-12	i
CCOC(=O)c1[nH]c2ccccc2c1N=CN(CC)CC	24	-13	i
CN(CCOC(=O)c1cccc(Br)c1)C(C)(C)C	1	0	i
O=[N+]([O-])c1ccc(Cl)c(/C=N/Nc2nc(N3CCOCC3)nc(N3CCOCC3)n2)c1	6	-23	i
CC(NC(=O)CN(C)Cc1cccc(F)c1)c1ccccc1 (centres undefined)	-2	-13	i
O=C(Nc1nnc(SCc2ccc(Cl)cc2)s1)c1ccco1	5	-11	i
Cc1nc(CN(C)C(=O)CC2C(=O)NCCN2Cc2ccc(-c3ccccc3)cc2)cs1 (centres undefined)	0	-31	i
Cc1cc(C(=O)N2CCCC2C(=O)O)c(C)o1 (centres undefined)	9	1	i
O=c1c2ccccc2oc2cc(NCCCn3ccnc3)ccc12	3	-9	i
CCCCn1c(N)c(N(CC(C)C)C(=O)c2cccc(S(=O)(=O)N3CCCCC3)c2)c(=O)[nH]c1=O	8	-23	i
Cc1cc(C(=O)NCC(=O)OCC(=O)Nc2ccc(OC(F)F)cc2)ccc1[N+](=O)[O-]	45	-6	i
Cc1cc(Cl)ccc1OCC(=O)N/N=C1\CC2C=CCC12 (centres undefined)	6	-9	i
O=c1oc2ccccc2c(N2CCC(c3ccccc3)CC2)c1[N+](=O)[O-]	7	-9	i
COc1ccc(CCNC(=O)CCCc2ccccc2)cc1OC	4	-18	i
CCc1cc(=O)oc2c(C)c(OCC(=O)N3CCCc4ccccc43)ccc12	25	-19	i
c1ccc(-c2ccccc2OCCOCCN2CCCCC2)cc1	11	-19	i
O=S(=O)(c1ccccc1)N1CCN(c2ccccc2)CC1	2	-2	i
C=CCc1cccc(/C=N/NC(=O)CCC(=O)Nc2ccc(F)cc2)c1O	15	-14	i
Cc1cc([N+](=O)[O-])nn1CC(=O)Nc1cc(F)ccc1F	13	0	i
CN(C)S(=O)(=O)c1cccc(-c2csc(N/N=C/c3ccco3)n2)c1	11	-26	i
CCC(CC)C(=O)Nc1nnc(SCC(=O)NC(C)(C)C)s1	19	-9	i

# Six compounds from above, limited to OX1R antag-2:
Structure	OX1R antag-2
Cc1cc(Cl)ccc1OCC(=O)N/N=C1\CC2C=CCC12 (centres undefined)	6
O=c1oc2ccccc2c(N2CCC(c3ccccc3)CC2)c1[N+](=O)[O-]	7
COc1ccc(CCNC(=O)CCCc2ccccc2)cc1OC	4
CCc1cc(=O)oc2c(C)c(OCC(=O)N3CCCc4ccccc43)ccc12	25
c1ccc(-c2ccccc2OCCOCCN2CCCCC2)cc1	11
O=S(=O)(c1ccccc1)N1CCN(c2ccccc2)CC1	2

# (next part)
Structure	OX1R antag-2	OX1R antag-1	CHT allo act
Cc1cc(=O)oc(C)c1C(=O)OCC(=O)c1ccc(Br)cc1	5	-7	i
CCCCN1CCc2c([nH]c3ccc(C)cc23)C1=O	15	-24	i
Cc1ccc2nc(C3CCCN3Cc3nc(CCC(C)C)no3)[nH]c2c1 (centres undefined)	19	-37	i
COC(=O)C1Cc2c([nH]c3ccccc23)C2(CCN(Cc3ccccc3)CC2)N1 (centres undefined)	9	-16	i
C[C@H]1CCC(=O)N(CCSc2ccc(Br)cc2)CC1	10	-13	·
O=C(CN1CCc2ccccc21)NN1CC(=O)N(c2ccccc2)CC1=O	15	-3	i
O=C(C1COc2ccccc2O1)N1CCCCC1 (centres undefined)	8	1	·
COc1ccc(/C=C2\N=C(C(C)(C)C)OC2=O)c(OC)c1	3	-18	i
Cn1c(CCN2CCOCC2)nc2cc(NC(=O)COc3ccc(Cl)cc3)ccc21	1	-13	i
CCCc1cc(=O)[nH]c(/N=C(/NC(=O)C(C)N2C(=O)c3ccccc3C2=O)Nc2ccccc2)n1 (centres undefined)	9	-20	i
COc1ccc(NC(=O)C(=O)N2N=C3CCCCC3C2(O)C(F)(F)F)cc1 (centres undefined)	17	0	i
CC[C@H](C)[C@H](NC(N)=O)C(=O)Nc1ccc(NC(C)=O)cc1	11	1	i
Cc1cc(C(=O)COC(=O)c2cccn2C)c(C)n1Cc1ccco1	20	-19	i
CCOC(=O)C1=C(C)NC(C)=C(C(=O)OCC)C1C(=O)OCC(=O)N1CCc2ccccc21	22	-26	i
CN(c1ccc(OCC(=O)OCC(=O)Nc2cccc([N+](=O)[O-])c2)cc1)S(=O)(=O)c1ccc(F)cc1	30	-17	i

# An excerpt of these results, with values under each structure:
# Below each compound – OX1R antag-2 | OX1R antag-1 | CHT allo act
CN(CCOC(=O)c1cccc(Br)c1)C(C)(C)C
    1 | 0 | i
CCOC(=O)c1[nH]c2ccccc2c1N=CN(CC)CC
    24 | -13 | i

# (list continues)
Structure	OX1R antag-2	OX1R antag-1	CHT allo act
C#CCOCCOCCOCCNc1nc(N2CCN(C(=O)C([C@@H](C)CC)n3cc(C(N)Cc4ccc(O)cc4)nn3)CC2)nc(N2CCN(C(=O)[C@H](CCC(=O)O)n3cc(C(N)[C@H](C)CC)nn3)CC2)n1 (some centres undefined)	12	-5	i
CCCCCCC1C(C#N)=C(N)OC2=C1C(=O)CCC2 (centres undefined)	6	-16	i
CC#CCN(CC#CC)S(=O)(=O)c1ccc(-n2cnnn2)c(OC)c1	8	-7	i
Fc1cccc(NC(=S)NCCc2ccccc2)c1	30	-18	i
O=C(Nc1cccc(Cl)c1)Nc1cc(S(=O)(=O)N2CCCCC2)ccc1Cl	26	-16	i
COc1ccc(OC)c(NC(=O)Cn2c(C)nc3ccccc3c2=O)c1	7	-42	i
O=C(NC(=O)c1c(F)cccc1F)O/N=C1\CCCc2occc21	1	-17	i
Cc1c(NC(=O)Nc2cccs2)cccc1[N+](=O)[O-]	13	11	i
CCc1ccc(Nc2ncnc3nc[nH]c23)cc1	0	-12	i
CCCc1ncc(C[n+]2ccccc2C)c(N)n1	6	-15	i
CC1(C)Cc2cccc(OCC(=O)OCC(=O)NCc3ccccc3)c2O1	8	-13	i
Cc1ccc2cccc(S(=O)(=O)n3nc(C)cc3C)c2n1	6	-12	i
Cc1ccccc1N(C(=O)c1ccccn1)C(C(=O)NCc1ccccc1)c1cccnc1 (centres undefined)	17	-32	i
CC(C)NC(=O)CC(=O)NN=C1CCCCC1	6	-18	i
COc1ccc(OC2C(=O)N(c3cc(C)ccc3C)C2c2ccc(OC)c(OC)c2)cc1 (centres undefined)	14	-6	i

# In the list so far, these contain a furan ring, fused or not.
Structure	OX1R antag-2	OX1R antag-1	CHT allo act
COc1ccccc1C(=O)NCC(=O)N/N=C/c1cc(Br)ccc1OC(=O)/C=C\c1ccco1	17	-17	i
COc1ncnc2c1oc1nc(C)c3c(c12)CC(C)(C)OC3	11	-3	i
O=C(Nc1nnc(SCc2ccc(Cl)cc2)s1)c1ccco1	5	-11	i
Cc1cc(C(=O)N2CCCC2C(=O)O)c(C)o1 (centres undefined)	9	1	i
CN(C)S(=O)(=O)c1cccc(-c2csc(N/N=C/c3ccco3)n2)c1	11	-26	i
Cc1cc(C(=O)COC(=O)c2cccn2C)c(C)n1Cc1ccco1	20	-19	i
O=C(NC(=O)c1c(F)cccc1F)O/N=C1\CCCc2occc21	1	-17	i

# Other entries:
Structure	OX1R antag-2	OX1R antag-1	CHT allo act
CCN(CC(=O)Nc1ccc2c(c1)OCCO2)Cc1cc(=O)oc2cc(C)c(C)cc12	20	-36	i
COc1cc(NC(=O)COC(=O)/C=C/c2ccccc2Cl)cc(OC)c1	5	-19	i
O=C(NCc1ccc(F)cc1)C(c1ccc(Cl)cc1)N(C(=O)c1csnn1)C1CC1 (centres undefined)	8	-42	i
CC1=C(C#N)C(c2cccnc2)C2=C(N1)c1ccccc1C2=O (centres undefined)	96*	-7	i
COc1ccc(C(=O)Nc2ccc(S(=O)(=O)N3CCCCC3C)cc2)c(OC)c1OC (centres undefined)	9	-2	i
COC(=O)c1c(C)nc2c(c(SC)nn2-c2ccccc2)c1N	24	-17	i
COc1ccc(C(NC(=O)c2c(F)c(F)c(F)c(F)c2F)c2ccccc2)cc1 (centres undefined)	15	-6	i
O=C(NCc1cccnc1)c1ccc(CN2CCc3ccccc3C2)cc1	19	-3	i
COc1ccc(C(=O)OCC(=O)Nc2ccc([N+](=O)[O-])cc2OC)c(O)c1	9	1	i
COc1cc(/C=N/n2c(C3CCCCC3)n[nH]c2=S)cc(Br)c1O	-8	-6	i
Cc1cc(C)n2ncc(C(=O)NC3CCCCC3)c2n1	5	-25	i
C=CCOC(=O)Nc1c(C(=O)OC)[nH]c2ccccc12	41	6	i
CCOC(=O)C1(CCCc2ccccc2)CCN(C(=O)CCc2cnn(C)c2)CC1	8	-25	i
Cc1nn(-c2ccccc2)c(C)c1C(=O)OCc1ccc(C#N)cc1	19	-17	i
Cc1noc(C)c1NC(=O)N(C)C[C@H]1Oc2ccc(NC(=O)NC(C)C)cc2C(=O)N([C@H](C)CO)C[C@@H]1C	8	0	·
Cc1ccc(CONC(=O)c2ccc(OC(F)F)cc2)cc1	2	7	i
COc1ccc(C(=O)Nc2ccccc2)cc1S(=O)(=O)NCc1ccco1	19	-4	i
O=C(Nc1ccc(Cl)cc1)C(c1ccccc1)N1CCOCC1 (centres undefined)	10	3	i
